Compound activity: PubChem BioAssay, several laboratories
NTR1 agonist: agonists of NTR1, primary screen, imaging, U2OS cells, beta-arrestin-GFP, high content (AID 493036); P30989; NTR1-U2OS beta-arrestin-GFP spot imaging, agonist mode; activation, % at 20 µM; 0.17% of 330,000 active;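 active means activation at or above 40% of the spot to cytoplasm intensity ratio, with at least 20 cells analyzed; inconclusive means wells under 20 cells, flagged as cytotoxic or low count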;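 further: 0% = DMSO without peptide and 100% = 100 nM NTR1 peptide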
Target sequence (P30989 whole entry, looked up): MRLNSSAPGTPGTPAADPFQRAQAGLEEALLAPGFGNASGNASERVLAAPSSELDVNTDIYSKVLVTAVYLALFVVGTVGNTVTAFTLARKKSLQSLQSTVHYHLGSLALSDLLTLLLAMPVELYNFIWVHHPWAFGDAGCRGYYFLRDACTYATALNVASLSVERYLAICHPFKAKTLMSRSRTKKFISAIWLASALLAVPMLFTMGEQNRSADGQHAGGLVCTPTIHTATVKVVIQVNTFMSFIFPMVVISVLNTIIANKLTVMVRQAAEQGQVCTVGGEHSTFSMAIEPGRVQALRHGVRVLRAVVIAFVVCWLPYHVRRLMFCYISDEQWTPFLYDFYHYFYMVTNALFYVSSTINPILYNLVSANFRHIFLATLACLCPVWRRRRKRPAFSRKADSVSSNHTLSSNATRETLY
West Nile virus CPE: inhibition of WNV-induced cytopathic effect – cell-based, CPE readout (AID 1621). West Nile virus-infected cells, CPE inhibition; higher % means a stronger effect. one-dose CPE inhibition, % at 10 µM; IC50 in µM for titrated hits. 0.02% of 290,000 active; in the data active means a potency from the dose series; inconclusive means CPE inhibition mostly from about 3.7% at the one dose, without a potency; inactive means the rest, 99 in 100 with CPE inhibition below about 2.2%; further: strong numbers were not always called active
T cell HTS: modulates CD8 T cell binding to vesicles | 2C CD8+ T cell-vesicle binding, flow cytometry; hits give low values | calls only at 7 µM | 0.068% of 330,000 active | AID 2052;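 active means response, share of CD8 T cells binding vesicles, and their 90th percentile fluorescence all below set limits, cut at about 80% in these data, passing the limit was not always enough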
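Also added: QL9-peptide-loaded Drosophila micro-vesicles bearing Ld, ICAM-1 and B7-1; Test system: purified 2C TCR transgenic mouse naive CD8+ T cells; Measured by: cytometric PE anti-B7-1 and Alexa647 anti-CD8 signals after 1% paraformaldehyde fixation; Timing: binding step 1.5 h, 37 °C, antibody labelling 20 min, ice.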
Dengue-2 NS5 capping: flavivirus cap methylation enzyme inhibition – biochemical, confirmation dose response, primary screen (AID 588689); Dengue-2 NS5 methyltransferase capping enzyme assay, biochemical; higher % means a stronger effect; 0.3% of 340,000 active; inhibition, % at 25 µM, or IC50 in µM where a hit was titrated; in the data active means a potency from the dose series; inconclusive means inhibition above about 29% without an active follow-up result
UTI89 phage lysis: protection from phage-mediated lysis, alamar blue read-out – E. coli UTI89, K1F phage, bacterial capsule biogenesis inhibitors (AID 488966); 0.02% of 340,000 active; E. coli UTI89 K1F phage lysis, alamar blue, 2 h; higher % means a stronger effect; one-dose inhibition, % at 100 µM; IC50 in µM for titrated hits;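 active means phage lysis inhibition, versus mean bacterial control, above a set limit; inconclusive means no clear call, values can overlap the other calls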;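 further: capsule biogenesis inhibitors block K1F phage lysis so surviving cells raise fluorescence; higher fluorescence means more inhibition of phage lysis; actives were called in the ten point dose series up to 300 µM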
RSV antiviral HEp-2: RSV antiviral activity via CPE protection, HEp-2 cells, primary 10 µM value included (AID 2391) | HEp-2 cells, RSV-induced CPE inhibition; higher % means a stronger effect | 0.13% of 310,000 active | CPE inhibition, % at 10 µM, or IC50 in µM where a hit was titrated; in the data active means a potency from the dose series; inconclusive means CPE inhibition mostly from about 23% at the one dose, without a potency; inactive means the rest, 99 in 100 with CPE inhibition below about 21%; further: strong numbers were not always called active
PhoP inhibition: PhoP-dependent GFP reporter repression – Salmonella Typhimurium, primary screen (AID 1863); S. Typhimurium PhoP-regulated promoter GFP reporter, 4 h; higher % means a stronger effect; one-dose inhibition, % at 50 µM; IC50 in µM for titrated hits; 0.16% of 300,000 active;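 active means inhibition over 29.93%, a cutoff 3 SD above the screen mean, later confirmed by dose response; inconclusive means inhibition over 29.93% but no dose response follow-up; inactive means inhibition at most 29.93% or unconfirmed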;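 further: 0% = low Mg2+ inducing control and 100% = high Mg2+ repressing control; strong numbers were not always called active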
Rac1 GTP hydrolysis: MgcRacGAP GTPase-activating activity inhibitors, confirmation, biochemical, ADP Hunter fluorescence. MgcRacGAP-stimulated Rac1 GTP hydrolysis, ADP Hunter fluorescence; higher % means a stronger effect; GST-tagged Rac1 F28L mutant substrate. 0.6% of 340,000 active. one-dose inhibition, % at 30 µM; IC50 in µM for titrated hits;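 active means first-screen hits whose inhibition reached a set limit at any dose in the follow-up dose series; inconclusive means inhibition above the set first-screen limit but never retested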;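 further: fluorescence reports GDP produced by GAP-driven GTP hydrolysis; strong numbers were not always called active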
SV40 large T antigen: SV40 large T antigen inhibitors, biochemical (AID 1903). SV40 large T antigen ATPase/helicase inhibition assay; higher % means a stronger effect. 0.39% of 310,000 active. inhibition, % at 20 µM; hits with a dose series show IC50 in µM; in the data active means a potency from the dose series; inconclusive means inhibition mostly from about 32% at the one dose, without a potency; inactive means the rest, 99 in 100 with inhibition below about 32%; further: strong numbers were not always called active
T cell HTS vesicle-bound %: also measured in T cell HTS; calls as there; double positive events, %; measured here: CD8+ vesicle-bound cell fraction;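 binding gate set so that unloaded-vesicle control wells show 10% double positive cells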
NTR1 agonist cell count 20 µM: recorded beside NTR1 agonist, whose call it bears; cell count; measured here: cell count, cytotoxicity flag
Dengue-2 NS5 capping pilot replicate: further read-out of Dengue-2 NS5 capping, marked with its call; inhibition, %; measured here: pilot screen replicate inhibition
Active calls of the source: *; i = inactive; ? = inconclusive; . = not tested or not shown; [ ] = dose if it differs, or a comment.

SMILES	NTR1 agonist	NTR1 agonist cell count 20 µM	West Nile virus CPE	T cell HTS	T cell HTS vesicle-bound %	Dengue-2 NS5 capping	UTI89 phage lysis	RSV antiviral HEp-2	PhoP inhibition	Rac1 GTP hydrolysis	SV40 large T antigen	others
CCCN(Cc1nnc(-c2ccccc2Cl)o1)C(=O)c1oc2ccccc2c1C	5.1	56	.	i	54.8	-2.9%	0.5%[50 µM]	44.0%	3.5%	3.5%	8.2%
NNc1nc(-c2ccccc2)cc(-c2ccc(Br)cc2)n1	2.7	59	-0.9%	i	53.1	-3.9%	0.6%	3.0%	9.5%	0.7%	4.5%
COCCNC(=O)CSc1nccn1Cc1ccc2c(c1)OCO2	0.6	48	0.0%	i	41.1	0.0%	0.4%	-0.3%	-2.8%	-3.0%	3.1%
COc1ccccc1NC(=O)Nc1nc(CC(=O)Nc2ccc(N(C)C)cc2)cs1	1.1	61	.	i	38.8	-5.8%	0.6%[50 µM]	8.9%	2.9%	?	26.2%
Cc1ccc(C(=O)Nc2ccc(CN3CCCCC3)cc2)c(C)c1	0.0	68	0.0%	i	47.6	-8.2%	1.5%	-2.5%	2.9%	-9.6%	4.8%
NC(=O)CC(NC(=O)Cc1ccc(Cl)cc1)c1ccc(NCCOc2ccccc2)c([N+](=O)[O-])c1 (stereo not given)	1.3	61	-0.9%	i	30.6	0.0%	0.0%	2.6%	8.8%	4.5%	16.3%
CCCCCCCCCCCCN1C(=O)CSC1c1cccnc1 (stereo not given)	11.6	45	-0.8%	i	37.0	-7.8%	-1.1%	1.6%	-3.4%	2.9%	8.4%
COc1ccc2oc(C(=O)Nc3nc(C)cs3)c(C)c2c1	2.6	55	.	i	35.6	-2.2%	-0.3%	15.3%	.	2.5%	.
O=C(CCC(=O)c1ccc(Br)cc1)Nc1ccc(F)cc1	4.2	64	0.5%	i	50.5	-3.9%	0.1%	1.8%	-5.5%	7.5%	4.0%	Dengue-2 NS5 capping pilot replicate=1.5
COC(=O)CSc1ncnc2c(C)csc12	-0.2	41	0.4%	i	16.1	.	.	0.1%	-1.2%	.	6.4%
CC(C)c1ccc(NC(=O)[C@H](Cc2c[nH]c3ccccc23)NC(=O)[C@@H]2Cc3ccccc3CN2)cc1	1.4	85	0.1%	i	29.9	-0.7%	-0.9%	.	9.5%	-1.9%	-7.0%
O=C(O)C1=C[C@@H](c2csc3ccccc23)C[C@@H](OCc2ccc(CO)cc2)O1	1.1	58	0.5%	i	57.0	1.6%	-0.6%	3.5%	4.0%	-4.0%	4.4%
CCc1cc2cc(C(=O)Nc3ccccc3F)sc2s1	8.5	58	0.3%	i	9.1	-6.4%	-0.1%	2.5%	4.4%	15.0%	4.2%
Cc1[nH]n(C2=NCCS2)c(=O)c1N=Nc1ccccc1	2.0	76	0.2%	i	60.4	16.2%	0.1%	3.8%	-3.7%	14.6%	9.7%
CCOc1ccc(NCc2nnc(SCc3ccc(Cl)cc3)n2-c2ccccc2)cc1	7.0	67	-0.8%	i	34.3	4.3%	-1.0%	5.5%	1.6%	19.3%	16.2%
COc1ccc(CCNc2oc(-c3ccccc3OC)nc2C#N)cc1OC	2.8	44	0.4%	i	40.8	8.0%	0.5%	6.2%	-2.3%	7.2%	6.3%
Cc1cc(C(=O)NCc2cc(C)n(C)n2)sc1-c1ccccc1	0.6	62	-0.2%	i	17.0	-1.4%	2.7%	.	-6.0%	7.6%	3.9%
Cc1cc(Cl)n2c(nc3cc(F)c(F)cc32)c1C#N	.	.	-0.5%	.	.	-3.6%	0.0%	.	-2.4%	8.9%	16.8%
O=[N+]([O-])c1ccc(C[n+]2cccc(O)c2)cc1	-0.1	97	.	i	44.3	0.8%	0.7%	1.4%	.	3.1%	13.1%
CCCc1cc(=O)oc2cc(OCC(=O)N3CCC(C(N)=O)CC3)ccc12	-0.4	106	-0.2%	i	9.9	-2.2%	7.5%	0.7%	1.2%	3.5%	8.1%
CCN1C(=O)[C@H]2[C@@H](c3ccc(C)cc3)N3C(=O)N(c4ccc(OC)cc4)C(=O)[C@@]3(CC)[C@H]2C1=O	-0.2	63	.	i	22.4	-1.6%	1.5%	-0.5%	14.3%	2.4%	-2.6%
O=C(CCNc1cccc(C(F)(F)F)c1)c1ccco1	2.6	44	?	i	24.0	-2.4%	-0.3%	0.5%	4.3%	5.0%	2.9%
COc1ccc(NS(=O)(=O)c2cc(NC(=O)C3CCCO3)ccc2N2CCCCC2)cc1 (stereo not given)	-0.1	101	-0.8%	i	34.4	5.5%	1.6%	1.5%	-0.2%	7.7%	22.9%
O=C(Nc1ccc(Cl)cc1)c1ccc2nsnc2c1	5.8	43	0.2%	i	24.0	-4.7%	3.7%	0.9%	-7.3%	-0.4%	4.8%
O=C(NCCCN1CCCC1=O)C1CCN(S(=O)(=O)c2cccc(C(F)(F)F)c2)CC1	-0.3	63	.	i	22.9	2.9%	0.8%[50 µM]	-0.4%	1.4%	8.5%	8.9%
CC(C)N(CCCNC(=O)CC1Oc2ccccc2NC1=O)Cc1ccccc1 (stereo not given)	0.3	58	-0.9%	i	33.8	3.0%	i	-0.9%	8.1%	2.9%	16.1%
CCn1cc(C(=O)NCc2ccc(Cl)cc2)c(=O)c2cc(S(=O)(=O)N3CCOCC3)ccc21	4.2	44	-1.1%	i	63.9	4.4%	5.7%	3.6%	-10.6%	5.5%	-0.1%
O=S(=O)(/C=C/c1ccccc1)N1CCN(Cc2ccc3c(c2)OCO3)CC1	1.8	41	-1.2%	i	41.6	-4.6%	0.1%	-1.4%	4.2%	3.0%	13.1%
CCc1ccc(C2=NN(CCC(=O)NCc3cccs3)C(=O)CC2)cc1	-1.5	57	0.0%	i	22.4	-4.4%	0.4%	0.9%	-1.8%	15.0%	4.6%
Cc1nc(N2CCN(c3ccccn3)CC2)c2c(C)c(C(=O)Nc3ccc(F)c(Cl)c3)sc2n1	2.3	70	0.3%	i	13.5	-7.0%	0.4%	5.7%	-1.5%	7.7%	18.3%
COc1ccccc1NC(=O)C(=O)N/N=C(\C)CC(=O)Nc1ccc(OCc2ccccc2)cc1	-0.3	57	0.5%	i	49.0	-4.0%	0.0%	5.2%	-6.4%	9.1%	14.7%
CCOC(=O)C1CCCN(C(=O)CN2C(=O)NC(C)(c3ccc4ccccc4c3)C2=O)C1 (stereo not given)	0.2	62	.	i	32.0	-2.2%	0.7%[50 µM]	-0.4%	-0.1%	5.3%	11.2%
CCOc1ccccc1/C=C(/NC(=O)c1ccccc1)C(=O)N1CCCCC1	2.1	58	-0.8%	i	64.8	-4.5%	-0.2%	2.4%	0.4%	1.5%	-7.5%
CC(=O)Nc1ccc(OCC(O)Cn2cnc3ccccc32)cc1 (stereo not given)	-1.9	107	1.3%	i	4.0	-3.9%	-0.3%	1.3%	3.2%	0.6%	5.1%
COc1ccccc1NC(=O)CSc1nnc(-c2ccc(NC(C)=O)cc2)n1C	0.8	42	0.5%	i	27.3	-4.2%	9.8%	3.7%	1.1%	7.7%	10.3%
COc1ccc(N2CCN(C(=O)CCS(=O)(=O)c3ccc4c(c3)NC(=O)CO4)CC2)cc1	-1.2	68	-0.7%	i	38.0	-1.8%	0.0%	1.4%	4.7%	16.1%	12.3%
CCOc1cc(C2CC(=O)NC3=C2C(=O)C(C(=O)OC)C(C)C3)cc(Cl)c1O (stereo not given)	-0.2	45	-0.4%	i	1.6	-7.5%	0.6%	0.8%	3.2%	7.5%	13.5%
Cc1ccc(S(=O)(=O)NNC(=O)c2ccccc2-n2cccc2)cc1	1.1	67	-0.5%	i	25.5	-7.1%	0.7%[50 µM]	2.1%	2.1%	5.3%	6.1%
Cc1onc(-c2c(F)cccc2Cl)c1C(=O)Nc1nnc(C(F)(F)F)s1	1.9	63	-0.7%	i	9.3	5.8%	2.5%[50 µM]	9.3%	-5.6%	5.5%	9.8%
COc1ccc(CCNc2ccc(C(CC(N)=O)NC(=O)Cc3cccc4ccccc34)cc2[N+](=O)[O-])cc1 (stereo not given)	47.9*	92*	-0.2%	i	19.1	-3.2%	-1.0%	-0.2%	1.7%	3.0%	4.7%
COc1ccc(NC(=O)/C=C/c2cccc(F)c2)cn1	4.7	40	-0.2%	i	25.0	6.5%	0.0%	47.0%	-10.2%	8.2%	-2.6%
CCCCn1c(=S)[nH]c2cc(S(=O)(=O)N3CCCCC3)ccc21	9.1	63	.	i	54.8	8.7%	1.8%	8.1%	-7.2%	9.6%	-28.3%
CNC(=S)N(C)[C@H]1c2c(ccc3ccccc23)OC[C@H]1CO	0.5	53	-0.4%	i	49.9	-1.5%	-1.1%	1.1%	-6.2%	13.1%	8.9%
CCn1cc([N+](=O)[O-])c(C(=O)N2N=C(c3ccccc3)CC2c2ccc([N+](=O)[O-])cc2)n1 (stereo not given)	1.3	40	-1.1%	i	48.1	-8.0%	0.8%	13.0%	-0.9%	6.4%	-0.4%
COCCN(C(=O)CCl)C(C(=O)NC1CCCCC1)c1ccccc1C (stereo not given)	12.7	84	-0.8%	i	5.7	-1.3%	0.1%[50 µM]	-1.3%	5.0%	3.7%	5.3%
Cc1ccc(CSCC(=O)NN=C2CCN(C)CC2)cc1	-0.3	75	-0.5%	i	53.9	-4.8%	1.3%[50 µM]	2.6%	7.3%	6.3%	3.6%
CC(C)C[C@H](NC(=O)c1nc[nH]c1C(=O)NCc1ccccc1)C(=O)OC(C)(C)C	26.4	59	-0.7%	i	22.1	-4.1%	1.0%	-0.8%	-1.4%	11.7%	1.4%
COc1ccc(CCNC(=O)Cn2nnc(-c3ccc(N4CCOCC4)cc3)n2)cc1OC	-0.4	69	-0.7%	i	20.4	-1.4%	0.0%	1.0%	-7.9%	1.0%	1.8%
O=C(CSc1nc(=O)n(CCN2CCOCC2)c2c1CCC2)Nc1ccc(OC(F)(F)F)cc1	0.7	61	.	i	28.6	-1.5%	1.6%[50 µM]	?	-2.6%	6.5%	2.3%
N#CC(C#N)=Cc1cccn1-c1ccc(S(N)(=O)=O)cc1	2.4	50	0.5%	i	40.2	1.5%	-1.6%	1.5%	11.5%	6.9%	12.4%
O=C(Nc1ccccc1C(F)(F)F)c1c(F)cccc1Cl	-1.3	99	0.6%	i	56.4	17.7%	-0.2%	1.5%	2.0%	-2.9%	9.9%
